ATXN viability: viability counter-screen for ATXN expression inhibitors. S2 cells (HEK-293 line with an ATXN2-luciferase reporter) viability, CellTiter-Fluor protease fluorescence, 24 h. Potency, µM (titrated, usually from 56.7 µM), actives largely listed as cytotoxic. 400,000 tested, 0.49% active. AID 651635; also: potency is read from the fitted curve at half-maximal effect; nearly all actives have a fitted effect of over 40% in size
A549 tox: counter-screen for Nrf2 inhibitors: cytotoxicity in A549 cells | A549 ARE-Fluc cells, CellTiter-Fluor viability, 18-24 h | Potency, µM (highest dose often 46 µM), without a hit: at the top dose activity change, negative = cytotoxicity, usual class: inhibitors | 390,000 tested, 0.16% active; also: potency is read from the fitted curve at half-maximal effect; % is scaled to controls: 0 for no effect and ±100 for the full control effect
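A549 ARE-Fluc cells in 5% FBS OPTI-MEM, 5000 cells/well, rested 2 h then exposed to compounds in concentration-response for 18-24 h at 37 °C. Viability by CellTiter-Fluor fluorescence (Ex 405/Em 525) after 30 min; luciferase luminescence (BugLite, 15 min, RT) read afterwards.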
ATXN2 expr inh: reduces ATXN2 reporter expression in HEK-293 cells | HEK-293 ATXN2-luciferase reporter, luminescence, 24 h | Potency, µM (titrated, usually from 57 µM), for inactives: at the top dose activity change, negative = inhibition, usual class: inhibitors | 360,000 tested, 0.72% active | AID 1745845; also: potency is read from the fitted curve at half-maximal effect; % is scaled to controls: 0 for no effect and ±100 for the full control effect; nearly all actives have a fitted effect of over 55% in size
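ATXN2-luciferase reporter cells (luciferase flanked by upstream and downstream ATXN2 gene portions) were treated 24 h at 37 °C with compounds at up to 57 uM. SteadyGlo luminescence gave expression; GF-AFC fluorescence gave viability.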
TGFb SMAD3 inh: inhibitors of TGF-b signaling | 410,000 tested, 1.2% active | Potency, µM (titrated, usually from 46.1 µM), for the others: at the top dose activity, negative = inhibition, most hits filed as inhibitors | HepG2 CAGA-GFP TGF-b/SMAD3 reporter, GFP fluorescence, 18 h; TGF-beta stimulated, 500 pg/mL final; also: potency is read from the fitted curve at half-maximal effect; % is scaled to controls: 0 for no effect and ±100 for the full control effect; nearly all actives have a fitted effect of over 65% in size
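Inhibition was scored as loss of TGF-beta-induced (500 pg/mL final, 18 hours, 37 degrees C) GFP in HEPG2 cells carrying a CAGA-GFP reporter, in DMEM with 1% FBS. Well GFP was summed per cell; Activity was normalised to unstimulated and stimulated DMSO wells, then concentration-response fitting.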
Nrf2 inh: blocks Nrf2 signaling | 360,000 tested, 2.1% active | AID 504444 | Potency, µM (top dose mostly 46 µM), for the others: top-dose activity change, negative = inhibition, actives largely listed as inhibitors | A549 ARE-Fluc reporter, luciferase luminescence, 18-24 h; also: potency is read from the fitted curve at half-maximal effect; % is scaled to controls: 0 for no effect and ±100 for the full control effect; nearly all actives have a fitted effect of over 60% in size
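Nrf2 function is reported as luminescence of an ARE-controlled luciferase in A549 cells. Compounds were tested at several concentrations, and a CellTiter-Fluor read on the same wells flagged cytotoxicity.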
IL-1B inflam inh: inflammasome signaling inhibition, IL-1 beta readout; THP-1 LPS/ATP IL-1B secretion, AlphaLISA, 16 h; hits give low values; activity change, % at 57.5 µM; 360,000 tested, 4.7% active; in the data active = activity change below about -50%; inconclusive = mostly about -30% to -49%; also: % is scaled to controls: 0 for no effect and ±100 for the full control effect
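Secreted IL-1B measured by AlphaLISA bead assay after 16 h compound exposure of THP-1 cells; compounds (final up to 57.5 uM) added 1 h before LPS (250 ng/mL) and ATP (1.25 mM) stimulation; lower signal means less secretion.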
HepG2 viability: counter-screen for TGF-b inhibitors: cytotoxicity in HepG2 cells. 410,000 tested, 0.76% active. Potency, µM (top dose mostly 46.1 µM), without a hit: top-dose activity change, negative = cytotoxicity, hits mostly cytotoxic. HepG2 CAGA-GFP viability, ATP luminescence, 18 h; also: potency is read from the fitted curve at half-maximal effect; some results filed as inactive show a strong effect at the top dose
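CellTiter-Glo luminescence gave cytotoxicity after 18 hours at 37 degrees C. The cells were HepG2 CAGA-GFP in 1% FBS DMEM, stimulated with 500 pg/mL TGF-beta after compound addition. %Activity was normalised to no-cell wells (complete cell-killing) and DMSO (no toxicity), and curves were fitted and classified.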
Nrf2 ARE act: activates Nrf2 signaling; AREc32 ARE-luciferase reporter (MCF7-derived line), luminescence, 24 h; Potency, µM (doses to about 46.1 µM), without a hit: at the highest dose activation, usual class: activators; 410,000 tested, 0.31% active; AID 624171; also: potency is read from the fitted curve at half-maximal effect; % of control where 0% means no effect; nearly all actives have a fitted effect of over 65% in size
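Each well held 1000 AREc32 cells, which were incubated with compound for 24 hr at 37 deg C after overnight attachment, and ARE reporter activity was quantified by firefly luciferase luminescence.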
MCF10A rereplic: induces DNA re-replication in MCF 10a normal breast cells. MCF 10A DNA re-replication, Hoechst nuclear intensity, 48 h. Potency, µM (series often up to 46.1 µM), for the others: top-dose activity, positive = re-replication, usual class: activators. 350,000 tested, 2.9% active. AID 624296; also: potency is read from the fitted curve at half-maximal effect; % of control where 0% means no effect; nearly all actives have a fitted effect of over 50% in size
* marks the source's active call; other numbers are inactive results; i = inactive; u = inconclusive; x = not tested or not shown; [ ] = remark or other dose. Unless noted, calls follow the shape of the dose curve; as a rule, active = well fitted curve in the direction sought with a large enough effect; inconclusive = small, poorly fitted or top-dose-only effect, or another doubt; inactive = no such curve, though single readings can be large; an effect the other way counts as inactive or inconclusive.

A first look, 2 compounds:
compound,ATXN viability,A549 tox,ATXN2 expr inh,TGFb SMAD3 inh,Nrf2 inh,IL-1B inflam inh,HepG2 viability,Nrf2 ARE act,MCF10A rereplic
CCOC(=O)c1cnn(-c2nc(OCC)cc(OCC)n2)c1C,i,-2%,-20%,2%,-28%,-23,-8%,0.0%,1%
CCCC(=O)N(CCN1CCOCC1)c1nc2cc(C)c(C)cc2s1,i,2%,0%,16%,u,-11,-2%,-0.2%,9%

The listing (from the top)
compound,ATXN viability,A549 tox,ATXN2 expr inh,TGFb SMAD3 inh,Nrf2 inh,IL-1B inflam inh,HepG2 viability,Nrf2 ARE act,MCF10A rereplic
CCOC(=O)c1cnn(-c2nc(OCC)cc(OCC)n2)c1C,i,-2%,-20%,2%,-28%,-23,-8%,0.0%,1%
CCCC(=O)N(CCN1CCOCC1)c1nc2cc(C)c(C)cc2s1,i,2%,0%,16%,u,-11,-2%,-0.2%,9%
CC1=NNC(=O)C1Cc1ccccc1C (stereo not given),i,-2%,-14%,-7%,23%,8,-18%,-0.9%,2%
O=C(C1COc2ccccc2O1)N1CCN(S(=O)(=O)c2cc(F)ccc2F)CC1 (stereo not given),i,0%,5%,-7%,u,-2,-3%,-1.0%,-2%
O=S(=O)(NCc1cn2ccccc2n1)c1cc(F)ccc1F,i,-14%,1%,5%,-10%,-13,-6%,0.1%,7%
CC(=O)N/N=C/c1c(C)[nH]n(-c2ccccc2)c1=O,i,u,-28%,-3%,15µM*,0,1%,0.5%,-8%
COc1cc(C(=O)NCc2ccc3[nH]c(C)cc3c2)cc(OC)c1OC,u,-2%,57%[activator],-20%,u,-6,-24%,3.7%,u
CCNC(=O)Oc1ccc[nH]c1=O,i,-4%,x,-1%,-15%,-3,1%,0.0%,7%
CCc1cccc(NC(=O)C2CCCN(S(=O)(=O)c3cccnc3)C2)c1 (stereo not given),i,2%,x,-38%,-9%,8,-16%,0.5%,0%
CC(C)(C)C(=O)Nc1cc(NC(=O)C(C)(C)C)cc(C(=O)Nc2c[nH]c(=O)[nH]c2=O)c1,i,-13%,-2%,36%[activator],10%,x,42%,0.1%,u
O=C(CC(=O)Nc1ccc(Cl)cc1)N/N=C\c1cccc(F)c1,i,3%,1%,0%,-9%,-1,2%,0.1%,1%
COC(=O)N/N=C\c1ccccc1OC/C=C/c1ccccc1,i,1%,7%,-3%,-5%,-65*,-10%,0.3%,u
O=C(O)CCC(=O)Nc1sc2c(c1C(=O)NCc1ccccc1)CCCC2,i,1%,-6%,2%,-22%,12,-2%,-0.1%,5%
Cc1cc(Nc2ccccc2)nc(NCc2ccccc2)n1,i,19%,u,10µM*,-18%,-88*,-55%,2.0%,16µM*
Cc1cccc(CNC(=O)c2cnc3sc(N4CCCCC4)nn3c2=O)c1,i,18%,-8%,-24%,u,x,-3%,1.3%,x
COCCNc1ccc(N2C(=O)C3CCCCC3C2=O)cc1[N+](=O)[O-] (stereo not given),i,-9%,-3%,-12%,-10%,7,23%,0.4%,2%
COc1cc(NC(=O)CN2C(=O)CCc3cc(Br)ccc32)cc(OC)c1OC,i,10%,-1%,2%,x,x,-9%,3.1%,x
CS(=O)(=O)N1CCN=C1SCc1ccccc1,i,-6%,x,-12%,u,8,-2%,0.1%,-5%
Cc1ccc(N2C(N)=C(C#N)C(c3ccsc3)C3=C2CC(C)(C)CC3=O)cc1 (stereo not given),i,0%,-3%,-6%,u,-55*,-24%,9.4%,u
COC(=O)c1c(-c2cccs2)csc1NC(=O)CN1CCOCC1,i,-4%,-3%,-3%,6.5µM*,u,-1%,3.0%,u
Cc1ccccc1NS(=O)(=O)c1ccc(C(=O)NNC(=O)c2ccccc2O)cc1,u,-18%,u,u,-21%,22,-20%,-0.1%,5%
CCN(CC)CCCNC(=O)Cn1nc(C)n2c(cc3sccc32)c1=O,x,6%,x,-26%,1%,x,-8%,0.5%,x
Cc1ccccc1C(=O)NC1CCN(CC(=O)NC2CCCCC2)CC1,i,3%,1%,15%,-3%,25,-9%,-0.9%,9%
Cc1ccccc1NC(=O)Cc1nnc(NC(=O)Nc2ccccc2F)s1,i,0%,u,0%,2%,20,-18%,0.3%,2%
COc1ccc(N2CCN(S(=O)(=O)c3ccc4c(c3)N(C(C)=O)CCO4)CC2)cc1,i,13%,-12%,-19%,-24%,-6,-40%,0.7%,6%
COCc1[nH]c(=S)[nH]c(=O)c1C,i,-1%,-24%,-19%,-3%,31,1%,0.1%,-4%
N#CC1(NC(=O)Cn2cc(C(F)(F)F)cc(Cl)c2=O)CCCCC1,i,8%,-3%,-5%,3%,1,-2%,-0.3%,-2%
CN1CCN(CCCCC(=O)c2ccccc2)CC1,i,-2%,6%,0%,x,31,9%,-0.1%,u
CC(C)(C)c1ccc(C(=O)NC(=O)COC(=O)c2ccc(Br)o2)cc1,i,-2%,-7%,-1%,-5%,-5,-11%,0.2%,u
Cc1ccc(-n2ncc(C(=O)N3CCN(c4ccccn4)CC3)c2C2CCN(C(=O)OC(C)(C)C)CC2)cc1C,x,1%,x,-14%,17%,x,5%,-1.5%,x
O=C(Nc1nnc(CCc2ccccc2)s1)c1ccco1,i,0%,22%,0%,22%,-1,-18%,u,-4%
CCCCN(C1CCS(=O)(=O)C1)S(=O)(=O)c1ccc(OC)c(OC)c1 (stereo not given),u,-3%,1%,u,9%,6,-2%,0.1%,-1%
CCc1c(C)nc2cc(-c3ccc(OC)cc3)[nH]n2c1=O,i,-7%,27%,27%,22%,-6,-4%,-0.2%,1%
N/C(=N\OC(=O)COc1ccc([N+](=O)[O-])cc1)c1cccnc1,i,-7%,-28%,4%,u,-8,0%,0.3%,4%
Cc1cc(OCC(=O)N2CCOCC2)ccc1NC(=O)C1CCCCC1,i,-2%,0%,-13%,x,-3,2%,0.2%,-8%
CC(=O)c1ccc(NC(=O)CCOc2cc(C)ccc2C)cc1,i,0%,26%,-9%,u,0,-6%,1.0%,-3%
O=C(Nc1ccccc1C(=O)N1CCN(Cc2ccccc2)CC1)c1ccc(F)cc1,i,0%,-10%,-22%,0%,-3,-18%,3.1%,4%
COc1ccc(CC(=O)Nc2ccc(C(N)=O)cc2)cc1,i,2%,16%,4%,7%,u,-25%,-0.6%,-1%
Cc1cc(N)nc2nc(C(F)(F)F)nn12,u,-19%,-17%,3%,-17%,7,15%,0.3%,-12%
COc1ccc(/C=N/NC(=O)/C(=C/c2ccccc2)CCO)cc1,i,0%,11%,-3%,21%,-13,-20%,-1.0%,-3%
COc1cc(N=Cc2c(CO)cnc(C)c2O)cc(OC)c1OC,u,1%,x,23%,-22%,6,5%,0.0%,-1%
CCn1ncc(N2CCOCC2)c(Cl)c1=O,i,1%,x,22%,0%,-8,-3%,-0.6%,-8%
O=C(NCC(c1ccco1)N1CCCCC1)c1ccc(OCc2ccccc2)cc1 (stereo not given),i,7%,-15%,28%,8%,14,-4%,0.3%,8%
Cc1ccccc1N=C1c2ccccc2C(=O)C1[N+](=O)[O-] (stereo not given),i,-20%,x,7%,-29%,-2,-1%,0.3%,1%
Cc1c(NC(=O)c2cc(-c3ccc(F)cc3)nc3ccccc23)c(=O)n(-c2ccccc2)n1C,u,0%,-12%,0%,1%,-23,4%,2.4%,u
C=CCn1c(SCC(=O)Nc2cc(C)ccc2C)nnc1-c1cnccn1,i,2%,-10%,-9%,10%,0,3%,0.1%,9%
COc1ccc(C(=O)NCCn2ccc3ccccc32)c(OC)c1,i,u,43%[activator],-15%,u,0,-1%,2.2%,20%
Cc1cccc(C(=O)NC(=O)Nc2ccc(-c3cc(C(F)(F)F)nn3-c3ccccc3)cc2)c1,i,6%,-8%,-33%,x,x,-1%,0.4%,x
CCCC1Cc2c(sc3ncnc(N)c23)CO1 (stereo not given),i,-5%,1%,7%,-11%,37,-1%,9.8%,-7%
CCOC1=C2[C@@H](CN(S(=O)(=O)c3ccc(C)cc3)[C@H]2c2ccccc2Cl)[C@H]2C(=O)N(C(C)(C)C)C(=O)[C@H]2C1,i,x,-6%,u,x,-8,5%,0.8%,x
COc1ccccc1C(=O)Nc1cccc(C(=O)OCc2cc(=O)n3c4c(sc3n2)CCCC4)c1,x,-1%,x,-19%,x,x,-19%,-0.1%,x

Fetched by structure from the entries so far, two records:
compound,ATXN viability,A549 tox,ATXN2 expr inh,TGFb SMAD3 inh,Nrf2 inh,IL-1B inflam inh,HepG2 viability,Nrf2 ARE act,MCF10A rereplic
CC(C)(C)c1ccc(C(=O)NC(=O)COC(=O)c2ccc(Br)o2)cc1,i,-2%,-7%,-1%,-5%,-5,-11%,0.2%,u
O=C(NCC(c1ccco1)N1CCCCC1)c1ccc(OCc2ccccc2)cc1 (stereo not given),i,7%,-15%,28%,8%,14,-4%,0.3%,8%

Records listed so far printed as active in IL-1B inflam inh:
Compound	IL-1B inflam inh	Nrf2 ARE act
COC(=O)N/N=C\c1ccccc1OC/C=C/c1ccccc1	-65*	0.3%
Cc1cc(Nc2ccccc2)nc(NCc2ccccc2)n1	-88*	2.0%
Cc1ccc(N2C(N)=C(C#N)C(c3ccsc3)C3=C2CC(C)(C)CC3=O)cc1 (stereo not given)	-55*	9.4%
